# High-throughput results as filed in PubChem BioAssay.
# GC-A act – GC-A stimulated cGMP production enhancers – HEK293 GC-A cells, cGMP TR-FRET, EC30 ANP, primary screen; hit rate 0.14% among 370,000; AID 1671463, 2021; 0% at EC30 ANP, 100% saturating ANP; activation, % at 10 µM; in the data active = activation above about 40%
# DAX1 inh-1 – DAX1 (NR0B1) inhibitors on StAR promoter, primary screen, cell-based, luminescence, SF-1 (NR5A1), full-length DAX-1; HEK293T StAR-luciferase reporter, SF-1/DAX-1 repression relief; hit rate 1.1% among 370,000; AID 652010, 2013; inhibition, % at 6.8 µM;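 active = inhibition above the mean over all tested compounds plus 3 SD, cut at about 3.6% in these data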;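 also: 0% = DAX-1 cells with DMSO and 100% = cells lacking DAX-1 with DMSO; higher inhibition means more luminescence from relief of DAX-1 repression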
# ADAM17 inh – ADAM17 inhibitors, primary screen, biochemical, QFRET. Disintegrin and metalloproteinase domain-containing protein 17 (Homo sapiens), P78536. recombinant ADAM17, EDANS/DABCYL FRET peptide cleavage. inhibition, % at 6.95 µM. hit rate 0.83% among 370,000;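 active = inhibition above the mean of compounds lying between control limits plus 3 SD, set per campaign, cut at about 8.5% in these data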;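 also: 0% = DMSO-only wells as the low control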
# SMARCA2 act – SMARCA2 (BRM) function activators, primary screen, cell-based, luminescence, high throughput | MG213 cells, MMTV-luciferase reporter, dexamethasone, overnight | activation, % at 9.1 µM | hit rate 1% among 370,000; in the data active = activation above about 7.8%;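 also: 0% = vehicle wells and 100% = reference activator wells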
# hgDAF12 agonist – H. glycines DAF-12 receptor agonists, primary screen, cell-based, luminescence, HEK293, GAL4 fusion, UAS-luciferase | Nuclear hormone receptor DAF-12 (Heterodera glycines), GAL4 fusion | HEK293 GAL4-hgDAF12 UAS-luciferase reporter, agonist luminescence; normalized to butyrate control | activation, % at 6.8 µM | hit rate 1.8% among 370,000;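 active = activation above a cutoff set at the mean of all screened compounds plus 3 SD, cut at about 10% in these data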;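 also: 0% = DMSO wells and 100% = sodium butyrate wells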
# DAX1 inh-2 – DAX1 (NR0B1) inhibitors, primary screen, cell-based, HEK293, Gal4-DAX1, luciferase luminescence. Nuclear receptor subfamily 0 group B member 1 (Homo sapiens), P51843. HEK293 Gal4-DAX1 luciferase reporter. inhibition, % at 6.75 µM. hit rate 0.99% among 340,000. AID 504766, 2011;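 active = inhibition above the mean over all tested compounds plus 3 SD, cut at about 4.2% in these data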;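 also: 0% = DAX1-transfected cells with DMSO and 100% = empty-vector control cells with DMSO; inhibition shows as a rise in luminescence from relieved DAX1 repression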
# Target sequence (P51843 207-470 limits assumed): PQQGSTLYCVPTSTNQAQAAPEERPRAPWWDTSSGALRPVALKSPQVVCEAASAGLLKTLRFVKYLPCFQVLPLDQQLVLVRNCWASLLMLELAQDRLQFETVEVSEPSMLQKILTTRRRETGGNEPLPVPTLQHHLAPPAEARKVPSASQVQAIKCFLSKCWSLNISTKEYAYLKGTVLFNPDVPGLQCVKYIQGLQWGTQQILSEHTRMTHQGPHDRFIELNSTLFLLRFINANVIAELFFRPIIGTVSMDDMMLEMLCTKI
# ssDAF-12 act – S. stercoralis DAF-12 nuclear receptor activators, primary screen, cell-based, luminescence, HEK293, GRIP1 co-expression, lit1-tk-luc. Nuclear hormone receptor DAF-12 (Strongyloides stercoralis). HEK293 ssDAF-12/GRIP1 lit1-tk-luc reporter; % of 3 µM dafachronic acid response. activation, % at 6.8 µM. hit rate 1% among 370,000. AID 652126, 2013;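 active = activation above the mean over all tested compounds plus 3 SD, cut at about 0.9% in these data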;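 also: 0% = DMSO-only wells and 100% = 3 µM delta7-dafachronic acid wells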
# PG9 binder – binders of HIV-1 gp120 antibody PG9, primary screen, biochemical, TR-FRET; TR-FRET gp120-PG9 antibody binding; inhibition, % at 6.7 µM; hit rate 0.43% among 360,000; in the data active = inhibition above about 8.5%
# FXN GAA850 act – FXN promoter activators, primary screen, cell-based, luciferase luminescence, HEK293 lucGAA850; HEK293 lucGAA850 FXN promoter luciferase reporter, 24 h; percent of 10 µM SAHA response; activation, % at 6 µM; hit rate 0.56% among 360,000;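 active = activation above the average of all compounds screened plus 3 SD, cutoff fixed separately per campaign, cut at about 7.5% in these data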;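 also: 0% = DMSO wells and 100% = 10 µM SAHA wells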
# hcDAF-12 act – H. contortus DAF-12 nuclear receptor activators, primary screen, cell-based, luminescence, HEK293, lit1-tk-luc reporter. AID 652067, 2013. hit rate 1.4% among 370,000. activation, % at 6.8 µM. HEK293 hcDAF-12 lit1-tk-luc reporter; 0% DMSO, 100% Δ7-dafachronic acid;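 active = activation above the mean of all tested compounds plus 3 SD, cut at about 5.5% in these data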;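 also: 100% = response to 3 µM Δ7-dafachronic acid high control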
# ADAM10 inh – human ADAM10 inhibitors, primary screen, biochemical, QFRET, HTS; Disintegrin and metalloproteinase domain-containing protein 10 (Homo sapiens), O14672; recombinant ADAM10, EDANS/DABCYL FRET peptide cleavage, 3 h; inhibition, % at 7 µM; hit rate 0.62% among 370,000;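 active = inhibition above a per-campaign cutoff equal to the mean of compounds falling between control-based bounds plus 3 SD, cut at about 20% in these data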;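 also: 0% = DMSO wells while the 100% control is not disclosed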
# Target sequence (O14672 214-748 limits assumed): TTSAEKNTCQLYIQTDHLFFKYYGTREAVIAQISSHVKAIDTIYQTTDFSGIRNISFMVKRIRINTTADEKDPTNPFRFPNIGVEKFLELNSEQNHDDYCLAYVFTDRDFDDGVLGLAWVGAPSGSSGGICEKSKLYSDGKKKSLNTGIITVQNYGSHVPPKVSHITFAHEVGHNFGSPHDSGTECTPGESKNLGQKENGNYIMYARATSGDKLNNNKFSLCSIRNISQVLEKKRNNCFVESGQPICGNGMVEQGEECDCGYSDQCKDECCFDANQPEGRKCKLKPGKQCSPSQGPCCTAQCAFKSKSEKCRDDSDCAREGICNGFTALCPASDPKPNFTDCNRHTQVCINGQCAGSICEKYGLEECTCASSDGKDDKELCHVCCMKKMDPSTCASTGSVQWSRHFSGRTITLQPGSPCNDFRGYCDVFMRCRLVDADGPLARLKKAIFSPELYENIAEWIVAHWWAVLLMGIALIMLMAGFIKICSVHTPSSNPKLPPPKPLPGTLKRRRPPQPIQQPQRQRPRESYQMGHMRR
# Numbers without * were called inactive; i = inactive; . = not tested or not shown.
SMILES,GC-A act,DAX1 inh-1,ADAM17 inh,SMARCA2 act,hgDAF12 agonist,DAX1 inh-2,ssDAF-12 act,PG9 binder,FXN GAA850 act,hcDAF-12 act,ADAM10 inh
COCCN(C(=S)Nc1cccc(C)c1C)C(C)c1ccco1 (stereo not drawn),1,1.0,3,1,0.5,8.3*,-1.3,-2.3,0.2,-0.6,4
COc1ccccc1Nc1nc(N)nc(CSc2nncn2C)n1,-2,0.8,1,1,3.1,1.3,-0.9,-4.0,-1.9,1.4,1
O=C(c1ccccc1)c1cccc(NC(=O)c2ccco2)c1,4,-0.3,0,5,4.5,0.0,-0.9,-0.2,3.5,1.6,0
CC(C)[C@H](NC(=O)c1ccccc1)C(=O)OCc1nc2scc(-c3ccccc3)c2c(=O)[nH]1,1,-0.1,2,-2,-2.3,-1.7,-1.8,-1.9,0.2,-1.5,1
O=C(NCc1ccc(C(=O)N2CCOCC2)cc1)c1cccc(Br)c1,1,0.0,-2,-3,-0.7,.,-0.7,.,.,-1.0,-5
CCOc1cc(C(=O)O/N=C(\N)c2ccc([N+](=O)[O-])cc2)cc(OCC)c1OCC,6,-0.8,-4,-3,5.8,0.6,-1.4,0.0,-2.6,0.4,2
O=C(O)c1c(-n2cccc2)sc2c1CCCC2,1,0.5,-3,-4,0.8,0.7,-0.8,-0.5,0.9,-0.9,-3
O=[N+]([O-])c1cc(S(=O)(=O)NC2=NCCCCC2)ccc1Cl,2,-0.6,2,3,-0.1,2.0,-1.3,-0.4,-1.9,0.1,-1
Cc1ccc(C2Nc3ccccc3C(=O)N2Cc2ccco2)cc1 (stereo not drawn),-4,-0.4,-319,-3,3.3,-0.4,-1.1,0.2,0.2,-1.0,i
COc1ccc(CCNC(=O)c2c(C)nn(-c3ccccc3)c2Cl)cc1OC,-2,0.0,-2,-2,-0.1,-1.0,-1.0,-0.2,0.7,-2.6,-21
C=CCc1cccc2cc(C(=O)N(C)C)c(=O)oc12,-1,0.6,-8,4,1.2,-0.4,-1.1,-0.7,-0.3,-0.7,-21
O=C(COc1ccc([N+](=O)[O-])cc1)Nc1ccc2c(c1)CCC2,3,-1.4,-6,0,3.3,0.1,-0.4,-0.8,0.3,-1.3,-13
Cc1cc(C(=O)N/N=C2\CC(=O)CC(C)(C)C2)c(C)n1-c1ccccc1,-1,-0.6,0,-2,-3.7,0.2,-0.9,-0.9,2.5,-2.2,-8
c1ccc(OCCNc2nc(NCC3CC3)nc3cc(-c4ccccc4)sc23)cc1,3,0.6,-6,3,-0.8,.,-0.6,-0.9,-0.8,0.3,-17
O=c1[nH]c(=O)n([C@H]2C[C@H](O)[C@@H](CO)O2)cc1Br,1,13*,-2,3,38*,0.6,-0.9,-1.2,3.0,8.8*,2
Cc1onc(-c2c(F)cccc2Cl)c1C(=O)NCCO,0,0.9,-4,-2,-0.9,-0.5,-1.9,0.1,-0.4,0.6,-8
CN(C)c1ccc(O)c2c1CC1CC3[C@@H](N(C)C)C(=O)C(C(N)=O)=C(O)[C@]3(O)C(=O)C1=C2O (stereo partly drawn),1,-0.7,-2,-2,1.0,-0.9,-1.6,-2.4,15*,-0.8,4
COc1ccc(/C=C/C(=O)NC(=S)N2CCN(c3ccccn3)CC2)cc1,-6,0.1,0,-3,-0.8,.,-1.4,-2.6,1.4,0.4,-9
COC(=O)[C@H](Cc1ccccc1)N(Cc1cn(Cc2ccccc2)nn1)S(=O)(=O)c1ccccc1Br,-6,-1.9,6,-6,-3.0,.,-1.3,.,.,2.1,11
O=C(NCc1ccccc1F)C1CCCN(C(=O)NC2CCCCC2)C1 (stereo not drawn),5,-0.4,1,-4,-0.5,-0.8,-1.7,1.2,3.0,-1.7,3
Cc1nnc(SCCn2c(N(C)Cc3ccccc3)nc3c2c(=O)[nH]c(=O)n3C)s1,-1,-1.1,0,-1,-3.2,0.3,-1.8,-0.8,3.0,-1.6,0
Cc1cc(NC(=O)CCc2ccc(C)o2)no1,3,-0.7,-4,1,0.2,-0.9,-1.1,1.1,0.9,0.3,-8
CSc1ccccc1NC(=O)Cn1ccsc1=N,1,-0.2,-2,1,4.0,-0.7,-1.2,-0.4,2.2,-1.4,6
Cc1c(Cl)cccc1NC(=O)C1COc2ccccc2O1 (stereo not drawn),-1,0.0,0,-1,0.8,-1.0,-1.3,-1.3,1.1,-0.8,-2
O=C(c1cn(-c2ccccc2)nc1-c1cccc(Br)c1)N1CCOCC1,-4,-1.2,-2,-1,0.2,-0.3,-1.2,-2.8,-1.6,-2.0,-4

# Entries listed so far printed as active in FXN GAA850 act.
Structure	GC-A act	DAX1 inh-1	ADAM17 inh	SMARCA2 act	DAX1 inh-2	ssDAF-12 act	PG9 binder	FXN GAA850 act	hcDAF-12 act	ADAM10 inh
CN(C)c1ccc(O)c2c1CC1CC3[C@@H](N(C)C)C(=O)C(C(N)=O)=C(O)[C@]3(O)C(=O)C1=C2O (stereo partly drawn)	1	-0.7	-2	-2	-0.9	-1.6	-2.4	15*	-0.8	4

# Other results:
SMILES,GC-A act,DAX1 inh-1,ADAM17 inh,SMARCA2 act,hgDAF12 agonist,DAX1 inh-2,ssDAF-12 act,PG9 binder,FXN GAA850 act,hcDAF-12 act,ADAM10 inh
Cc1ccc(OCCSCc2nc3ccccc3[nH]2)cc1,-3,-0.9,-13,-1,-0.6,-1.1,-1.4,0.2,-0.2,-2.8,5
COCc1ccc(CN2CCCCC2C(=O)Nc2ccc(Oc3ccccc3)nc2)o1 (stereo not drawn),2,-0.7,-5,-1,0.3,1.2,-0.6,-1.2,-0.1,-1.3,-1
CCN1CCN(C(c2ccccc2)c2nnnn2Cc2ccc3c(c2)OCO3)CC1 (stereo not drawn),-6,0.8,-1,-1,0.8,-0.5,-1.1,0.9,-0.9,-0.7,-6
CS(=O)(=O)N1CCN(C(=O)CCc2ccccc2)CC1,2,0.2,-5,-1,-0.2,-1.6,-1.0,-3.8,1.1,-1.4,-1
CCCC1CC(C(=O)Nc2ccccc2)C(=O)O1 (stereo not drawn),2,0.1,-1,-1,1.4,3.5,-1.3,2.0,-0.1,-0.2,-1
CCC1(c2ccc(F)cc2)NC(=O)N(CC(=O)N2c3ccccc3NC(=O)CC2C)C1=O (stereo not drawn),-1,-0.9,-2,-2,-0.8,0.8,-1.5,1.6,0.8,0.9,0
COc1ccc2nc3oc(C(=O)N4CCCCC4)cc3cc2c1,-3,2.7,-203,3,9.6,1.5,0.5,-2.3,3.8,4.7,i
Cc1ncoc1C(=O)Nc1ccc(Oc2ccccc2)cc1,4,0.1,2,8,3.8,1.2,-0.6,-2.1,1.4,-1.1,9
O=S(=O)(c1ccc(F)c(Cl)c1)N1CCCC1,2,-0.1,-2,-4,-0.2,-0.1,-1.4,1.4,0.9,-1.7,-7
O=C(COC(=O)c1ccccc1O)Nc1ccc(N2CCOCC2)cc1,-3,-2.8,-4,-2,1.4,-0.5,-0.9,-0.7,1.2,0.3,-7
O=S(=O)(N1CCCCC1)N1CCN(S(=O)(=O)N2CCCCC2)CC1,-2,0.2,0,0,0.2,1.3,-0.8,1.5,1.0,-0.3,4
Cc1ccc2nsnc2c1NC(=O)c1ccc2c(c1)OCCO2,1,-0.5,-3,-1,1.1,-1.6,-1.2,0.8,-3.0,0.7,6
Cn1nnnc1SCC(=O)Nc1ccccn1,-4,-0.8,0,1,0.0,-0.7,-0.9,-2.1,1.0,-0.8,7
Cc1cc2oc(=O)cc(-c3ccccc3)c2c(C)c1-c1ccc(N(C)C)cc1,-7,-2.6,-2,-2,4.4,-0.4,-1.1,-3.3,2.2,0.1,-20
Cc1cc(C)c(NC(=O)CSc2nnc(CNC(=O)c3ccccc3F)o2)c(C)c1,-1,-0.4,2,3,1.0,0.7,-1.2,-1.9,-0.7,2.1,2
O=C(O)C1CC=CCC1C(=O)Nc1cccc([N+](=O)[O-])c1 (stereo not drawn),2,0.2,-2,1,-0.9,3.1,-1.0,-0.7,2.5,0.0,3
C(=N\N1CCN(c2ccccn2)CC1)/c1cccc2ccccc12,2,0.0,-3,-2,1.1,-0.1,-1.7,-0.7,-0.5,2.2,3
Cc1cc(C)nc(Nc2nc3ccccc3o2)n1,0,1.0,-2,5,4.8,3.5,-1.2,1.0,0.8,0.6,-2
CC(=O)Nc1ccc(NC(=O)c2cc(-c3ccc(C)c(C)c3O)n[nH]2)cc1,-3,-0.3,-1,1,1.7,0.6,-1.5,-3.8,1.4,-0.7,10
CCC(C)n1c(SCC(=O)NC2CC2)nc2ccccc2c1=O (stereo not drawn),1,-0.7,-1,0,0.9,0.3,-1.2,0.6,0.5,-0.6,0
CCn1c(SCC(=O)NC2CCCC2)nnc1-c1ccncc1,-1,0.5,0,5,-0.3,1.0,0.1,-3.3,0.3,-1.3,3
Cc1ccc(CC(CC(=O)O)C(=O)NC2CCCCC2)cc1 (stereo not drawn),2,-0.1,0,1,-1.0,-0.2,-1.5,-0.7,-2.8,-1.9,-6
O=C(NCc1ccco1)C1CC(=O)N(c2ccc(F)cc2)C1 (stereo not drawn),4,0.0,-5,0,-0.7,0.7,-1.3,1.8,-1.5,-0.8,-6
Cc1ccccc1NC(=O)CN1CCN(c2ccc(F)cc2)CC1,2,1.1,3,-1,-1.5,0.1,-1.1,0.1,1.1,-0.7,-6
CCC(CC)C(=O)Nc1nnc(SCC(=O)NC2CC2)s1,2,0.4,-3,-2,-0.5,0.8,-1.5,-0.6,3.9,0.6,4

# Part of the list above, with two lines to a compound:
# Values run as follows: GC-A act, DAX1 inh-1, ADAM17 inh, SMARCA2 act, hgDAF12 agonist, DAX1 inh-2, ssDAF-12 act, PG9 binder, FXN GAA850 act, hcDAF-12 act, ADAM10 inh
> Cc1ccc(CC(CC(=O)O)C(=O)NC2CCCCC2)cc1 (stereo not drawn)
→ 2, -0.1, 0, 1, -1.0, -0.2, -1.5, -0.7, -2.8, -1.9, -6
> CCC(CC)C(=O)Nc1nnc(SCC(=O)NC2CC2)s1
→ 2, 0.4, -3, -2, -0.5, 0.8, -1.5, -0.6, 3.9, 0.6, 4
> O=C(NCc1ccco1)C1CC(=O)N(c2ccc(F)cc2)C1 (stereo not drawn)
→ 4, 0.0, -5, 0, -0.7, 0.7, -1.3, 1.8, -1.5, -0.8, -6
> Cc1cc(C)nc(Nc2nc3ccccc3o2)n1
→ 0, 1.0, -2, 5, 4.8, 3.5, -1.2, 1.0, 0.8, 0.6, -2
